PMI inhibitors: inhibitors of human PMI, primary screen, biochemical, fluorescence intensity, coupled assay (AID 1209). purified PMI enzyme, coupled fluorescence intensity; higher % means a stronger effect. actives 0.42% (n = 190,000). inhibition, % at 20 µM; hits with a dose series show IC50 in µM; in the data active = inhibition above about 50%;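 also: plate controls were DMSO vehicle for no effect and wells lacking substrate for full effect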
Myeloid diff MLP: compounds promoting myeloid differentiation. ER-HoxA9 myeloid progenitors, lysozyme-GFP differentiation, flow cytometry. calls only at 10 µM. actives 1% (n = 360,000);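 active = normalized GFP-positive differentiation at or above the plate's own cutoff, the solvent-only control mean plus 3 SD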;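 also: cells exposed to compound for four days before flow analysis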
MT stabilize HCS: stabilizes microtubules in HeLa cells. % tubulin-high responders, % at 10 µM. HeLa tubulin immunostaining HCS, 24 h; share of cells brighter than vehicle mean+2SD. AID 2205. actives 0.83% (n = 200,000);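 active = plate Z-score above 3 for both tubulin-high and condensed-nucleus cell shares, with cell loss under 80%, at 10 µM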;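 also: anti alpha tubulin signal scored within the nucleus-defined area of each cell; some results filed as inactive read as strong as hits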
Dynein cargo inh: blocks dynein driven cargo transport along microtubules; 3617.4 mouse cells, GR-EGFP nuclear translocation imaging; test concentration mostly 20 µM; stimulated with dexamethasone, 1 µM; active compounds read low; z-score, hits read low; actives 0.47% (n = 220,000); AID 1381;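 active = plate z-score of nuclear minus cytoplasmic receptor signal below a set negative limit, without overly bright fluorescence or cell loss, cut at about -3.5 in these data, passing the limit was not always enough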;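 also: z-score of nuclear minus cytoplasmic ring GR-EGFP intensity difference per well; some compounds called inactive have numbers as strong as hits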
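medium = tetracycline-free induction medium containing charcoal-stripped FBS | also added = 1.0 µM final dexamethasone stimulus | schedule = 48 h induction, 1 h compound, 30 min dex at 37 °C | technique = fixed, Hoechst-stained cells imaged at 10x for EGFP | measure = GR-EGFP nuclear translocation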
T cell modulator: modulates CD8 T cell binding to vesicles. 2C CD8+ T cell-vesicle binding, flow cytometry; active compounds read low. calls only at 7 µM. actives 0.068% (n = 330,000). AID 2052;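 active = response, share of CD8 T cells binding vesicles, and their 90th percentile fluorescence all below set limits, cut at about 80% in these data, passing the limit was not always enough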
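Test system: purified 2C TCR transgenic mouse naive CD8+ T cells. Probe or stimulus: QL9-peptide-loaded Drosophila micro-vesicles bearing Ld, ICAM-1 and B7-1. Incubation: binding step 1.5 h, 37 °C, antibody labelling 20 min, ice. Measured by: flow cytometry of vesicle-bound cells.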
Lipid droplet: modulators of hepatic lipid droplet formation | AML12 mouse hepatocytes, oleate lipid droplets, BODIPY imaging | inhibition, % at 6.5 µM | actives 0.4% (n = 240,000) | AID 1656;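 active = lipid droplet intensity inhibited by at least 50%, with more than 500 cells counted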
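material = mouse AML12 hepatocyte cell line, fixed after treatment | also added = 100 µM oleic acid challenge | doses = compound at 6.5 µM only | schedule = overnight exposure | technique = Image-based BODIPY and DAPI two-channel analysis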
b-catenin transl: alters nuclear translocation of beta-catenin in HeLa cells. nuclear translocation activity, % at 5 µM. immunofluorescence imaging. actives 0.3% (n = 190,000);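 active = nuclear translocation activity above 50% at 5 µM, with a well cell count of 50 or more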;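 also: per-cell ratio of nuclear to cytoplasmic median beta-catenin stain intensity; plate controls were DMSO negative control for no effect and GSK-3 inhibitor IX positive control for full effect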
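Test system: human HeLa cells, endogenous beta-catenin. Times: 24 h compound exposure, 37°C. Measured by: beta-catenin immunofluorescence imaging with DAPI.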
Insulin prom up: MIN6 insulin promoter up-regulation; actives 0.3% (n = 190,000); AID 1625; MIN6 insulin promoter-GFP reporter, high-content imaging; active compounds read high; z-score at 5 µM;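 active = z-score above 3 at 5 µM with at least 500 cells counted in the well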
TNAP activation fold: stimulation of alkaline phosphatase TNAP activity – biochemical, luminescent, no phosphate acceptor, uHTS, primary screen (AID 1001) | purified TNAP, luminescent activation assay, no phosphate acceptor; higher activation fold means a stronger effect | activation fold at 20 µM, or EC50 in µM where a hit was titrated | actives 0.03% (n = 200,000); in the data active = activation fold from about 3, or a potency from the dose series; inactive = the rest, 99 in 100 with activation fold below about 1.6; also: many of its hits are not listed in these tables
Dynein cargo inh cytoplasmic EGFP: recorded beside Dynein cargo inh, whose call it bears; z-score; measured here: cytoplasmic GR-EGFP intensity; active compounds read high
Dynein cargo inh nuclear GR-EGFP: second read-out of Dynein cargo inh, no call of its own (marks repeat the call); z-score; measured here: nuclear GR-EGFP intensity;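 lower value marks the stronger effect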
Dynein cargo inh cell count: recorded beside Dynein cargo inh, whose call it bears; z-score; measured here: cell count per field
Insulin prom up cell count: also measured in Insulin prom up; calls as there; cell count; measured here: cytotoxicity, nuclei count;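 total cells summed across four imaged fields per well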
Lipid droplet cells 6.5 µM: also measured in Lipid droplet; calls as there; cell count; measured here: cell count, cytotoxicity flag;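 cells counted across two imaged fields per well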
b-catenin transl cell count 5 µM: second read-out of b-catenin transl, no call of its own (marks repeat the call); cell count; measured here: cell count, cytotoxicity flag
T cell modulator vesicle-bound %: second read-out of T cell modulator, no call of its own (marks repeat the call); double positive events, %; measured here: CD8+ vesicle-bound cell fraction;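 binding gate set so that unloaded-vesicle control wells show 10% double positive cells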
MT stabilize HCS Hoechst-high %: further read-out of MT stabilize HCS, marked with its call; % Hoechst-high responders; measured here: nuclear condensation Hoechst responders;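 share of cells brighter than vehicle mean plus two SD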
MT stabilize HCS cytotoxicity %: also measured in MT stabilize HCS; calls as there; toxicity, %; measured here: cytotoxicity by cell density;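 0% = mean cell density of plate MIN control wells and 100% = no cells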
Myeloid diff MLP GFP+ MAC1+ %: second read-out of Myeloid diff MLP, no call of its own (marks repeat the call); GFP+ MAC1+ double positive, %; measured here: differentiation confirmed by MAC1 staining
* marks the source's active call; other numbers are inactive results; i = inactive; · = not tested or not shown. Random draw from the library; about 3% have a hit in one of these screens.

SMILES | PMI inhibitors | Myeloid diff MLP | Myeloid diff MLP GFP+ MAC1+ % | MT stabilize HCS | MT stabilize HCS Hoechst-high % | MT stabilize HCS cytotoxicity % | Dynein cargo inh | Dynein cargo inh cytoplasmic EGFP | Dynein cargo inh nuclear GR-EGFP | Dynein cargo inh cell count | T cell modulator | T cell modulator vesicle-bound % | Lipid droplet | Lipid droplet cells 6.5 µM | b-catenin transl | b-catenin transl cell count 5 µM | Insulin prom up | Insulin prom up cell count | TNAP activation fold
CC(CNS(=O)(=O)c1ccccc1)(c1ccccc1)N1CCCCC1 (stereo not drawn) | · | i | 0.6 | · | · | · | 0.067 | -0.19 | 0.13 | 0.3 | i | 19 | -10 | 694 | 0.5 | 1257 | 0.08 | 1084 | ·
NC(=O)C1CCN(C2CC(=O)N(Cc3ccc(N4CCCC4=O)cc3)C2=O)CC1 (stereo not drawn) | 5% | i | 0.9 | 1.5 | 1.9 | 8.1 | 0.35 | 0.087 | 0.29 | -0.58 | i | 23 | -1 | 769 | -3.4 | 1182 | -0.59 | 910 | 1.1
COC(=O)c1ccc(NC(=O)CSc2nc3ccccc3c(=O)[nH]2)cc1 | 4% | i | 1.2 | 2.3 | 1.1 | 7.5 | 0.51 | -0.21 | 0.91 | 0.67 | i | 11 | 14 | 809 | -8.0 | 1166 | 0.16 | 891 | 1
Cc1c(NC(=O)CN2C(=O)c3ccccc3S2(=O)=O)c(=O)n(-c2ccccc2)n1C | 2% | i | 0.7 | 2.6 | 2.9 | 7.9 | -0.075 | -0.065 | -0.048 | 0.57 | i | 38 | -7 | 708 | 3.2 | 486 | 0.3 | 1274 | 1
COc1ccc(NC(=O)C2CC(=O)N/C(=N/N=C/c3ccccc3)S2)cc1 (stereo not drawn) | · | i | 0.5 | · | · | · | -0.56 | -0.24 | 0.36 | -0.27 | i | 44 | 16 | 724 | 0.8 | 1252 | -0.1 | 1160 | ·
Cc1ccc(N(CC(=O)Nc2ccc(C)cn2)S(=O)(=O)c2c(C)nn(C)c2C)cc1 | 1% | i | 0.6 | 3.0 | 2.0 | 12 | 0.38 | -0.3 | 0.1 | -0.047 | i | 5 | · | · | -2.3 | 973 | -0.45 | 1270 | 1.1
CCC(=O)c1ccc(OCC(=O)NCC2(N3CCCCC3)CCCCC2)cc1 | 2% | i | 0.4 | 2.3 | 2.2 | 7.2 | 3.2 | -0.1 | 1.6 | -1.9 | i | 28 | 2 | 740 | -0.9 | 1119 | · | · | 1.1
CCOC(=O)c1c(NC(=S)NC(=O)c2ccco2)sc2c1CCCC2 | -1% | i | 0.2 | 4.6 | 1.1 | 1.1 | -0.5 | -0.18 | 0.11 | 0.75 | i | 11 | · | · | -3.7 | 955 | -0.4 | 1380 | 1
C[C@H](C(=O)C=[N+]=[N-])N1C(=O)c2ccccc2C1=O | 4% | · | · | 2.2 | 1.3 | 6.2 | 0.29 | -0.21 | -0.048 | 0.54 | i | 58 | · | · | -1.1 | 1162 | 0.81 | 1314 | 1
CCOC(=O)N1CCC(NC(=O)c2cc3c(=O)[nH]c4ccccc4c3n2C)CC1 | 1% | i | 0.7 | 2.3 | 1.4 | 3.6 | -0.19 | -0.3 | -0.056 | 0.53 | i | 40 | 8 | 693 | -0.2 | 1122 | -0.57 | 1154 | 1.2
CSc1nc2nc3c(cn2n1)C(=O)CC(c1ccccc1)C3 (stereo not drawn) | 10% | i | 4.5 | 3.3 | 2.4 | 2.1 | 2.5 | -0.049 | 1.4 | -1.4 | i | 2 | 1 | 755 | 1.1 | 1090 | · | · | 1
Cc1cc(Br)ccc1OCC(=O)NNC(=O)c1ccc(NC(=O)C2CC2)cc1 | -2% | i | 0.8 | 2.8 | 1.1 | 9.4 | 0.82 | -0.24 | 0.7 | 0.37 | i | 48 | 8 | 789 | -6.8 | 1206 | -0.29 | 916 | 1
COc1ccc(/C=C/C(=O)Oc2cccc(/C=N/NC(=O)Cc3ccc(Br)cc3)c2)cc1 | · | i | 0.4 | · | · | · | -0.093 | -0.8 | -0.2 | 0.00066 | i | 60 | -8 | 671 | -1.0 | 1323 | -0.92 | 681 | ·
C=CCn1c(CC(=O)OC)csc1=Nc1ccc(C(C)=O)cc1 | -9% | i | 4.3 | 1.6 | 1.2 | 4.1 | -0.1 | -0.2 | -0.24 | 0.59 | i | 37 | · | · | -7.3 | 975 | -0.84 | 1267 | 1.1
NCC(=O)NCC(=O)OCc1ccccc1 | -13% | i | 0.4 | 2.3 | 1.7 | 3.0 | 1.4 | -0.21 | 0.31 | -0.6 | i | 26 | -8 | 691 | -2.3 | 1052 | -0.15 | 1243 | 1.1
CSc1nc(C)c2c(n1)N(c1cccc(C)c1)CC2 | 2% | i | 0.6 | 1.9 | 1.5 | 6.9 | -0.53 | -0.23 | -0.34 | 1 | i | 25 | · | · | 2.1 | 1386 | 2.3 | 1223 | 1
Cc1ccc(NC(=O)Cn2nc(C(F)(F)F)c3c2CCC3)cc1 | 0% | i | 5.7 | 1.5 | 1.2 | 4.1 | -0.69 | 0.055 | -0.14 | 0.72 | i | 49 | -4 | 736 | -1.2 | 1216 | 0.27 | 935 | 1.1
COCCCN1C(=O)C(=O)/C(=C(/O)c2ccc(OC(C)C)cc2)C1c1cccnc1 (stereo not drawn) | 0% | · | · | 2.3 | 2.5 | 6.6 | -1.9 | -0.17 | -0.75 | 1.1 | i | 49 | · | · | -0.3 | 778 | -0.42 | 1471 | 1.2
CCCCNC(=O)C1CC(c2c(Cl)cccc2Cl)=NO1 (stereo not drawn) | -13% | i | 1.1 | 2.4 | 2.1 | 3.6 | -0.56 | -0.21 | 0.016 | 0.19 | i | 23 | · | · | -1.3 | 998 | -0.39 | 1468 | 1
C=CCOc1ccc(Cl)cc1C(=O)O | 4% | i | 0.8 | 4.2 | 1.8 | 6.2 | 0.1 | -0.18 | -0.11 | -0.79 | i | 13 | 28 | 692 | 0.8 | 1078 | -0.54 | 1342 | 1.1
Cc1nc2ccccc2c(=O)n1NC(=O)Nc1ccccc1 | 3% | i | 4.4 | 3.8 | 0.8 | 4.3 | -0.016 | -0.2 | -0.14 | 0.59 | i | 7 | 10 | 665 | 0.5 | 1038 | -1.1 | 1254 | 1.1
O=C(NCc1ccco1)c1ccc2c(=O)n(CC3CCCO3)c(=S)[nH]c2c1 (stereo not drawn) | -13% | i | 0.9 | 2.1 | 1.3 | 0.5 | -0.1 | -0.26 | 0.17 | 0.53 | i | 34 | 5 | 747 | 3.2 | 565 | · | · | 1.1
Cn1nc(-c2ccccc2)c(-c2nc(-c3ccc(Cl)cc3)no2)c1Cl | 8% | i | 0.7 | 4.1 | 2.9 | 4.7 | 2.5 | -0.013 | 1.5 | -1.6 | i | 57 | -8 | 807 | -12 | 1084 | · | · | 1.1
COc1ccc(C(=O)CN2C3=NCCCN3c3ccccc32)cc1OC | -19% | i | 0.5 | 3.2 | 3.0 | 1.6 | 0.015 | -0.27 | 1.1 | -0.28 | i | 14 | 2 | 674 | -0.6 | 548 | 0.14 | 1386 | 1.1
CN(CC(=O)NCC1CCCO1)S(=O)(=O)c1cc(Cl)ccc1Cl (stereo not drawn) | -5% | i | 0.2 | 1.9 | 1.8 | 10 | 2.9 | 0.36 | 2.2 | -1.7 | i | 39 | · | · | · | · | -0.32 | 1036 | 1.1
O=C(NCC1CCCO1)c1cc([N+](=O)[O-])ccc1Cl (stereo not drawn) | -9% | i | 0.4 | 4.9 | 3.0 | 7.2 | -0.43 | -0.29 | -0.19 | 0.13 | i | 58 | 6 | 714 | 0.4 | 1115 | -1.1 | 1338 | 1.1
CCc1cc(C(=O)N2CCCC(CNS(=O)(=O)c3cccs3)C2)n(C)n1 (stereo not drawn) | -4% | i | 1.9 | 3.8 | 1.0 | 6.9 | -0.96 | -0.3 | -0.45 | 0.63 | i | 6 | -2 | 747 | 1.6 | 1034 | 1 | 1542 | 1.1
CC(C(=O)N1CCOCCOCCOCC1)N1C(=O)c2ccccc2C1=O (stereo not drawn) | -6% | i | 0.7 | 2.3 | 1.2 | 9.5 | -0.32 | -0.29 | 0.033 | 0.34 | i | 50 | 1 | 616 | 0.3 | 1461 | 0.73 | 1423 | 1.1

Retrieved by compound from the entries so far:
SMILES | PMI inhibitors | Myeloid diff MLP | Myeloid diff MLP GFP+ MAC1+ % | MT stabilize HCS | MT stabilize HCS Hoechst-high % | MT stabilize HCS cytotoxicity % | Dynein cargo inh | Dynein cargo inh cytoplasmic EGFP | Dynein cargo inh nuclear GR-EGFP | Dynein cargo inh cell count | T cell modulator | T cell modulator vesicle-bound % | Lipid droplet | Lipid droplet cells 6.5 µM | b-catenin transl | b-catenin transl cell count 5 µM | Insulin prom up | Insulin prom up cell count | TNAP activation fold
CN(CC(=O)NCC1CCCO1)S(=O)(=O)c1cc(Cl)ccc1Cl (stereo not drawn) | -5% | i | 0.2 | 1.9 | 1.8 | 10 | 2.9 | 0.36 | 2.2 | -1.7 | i | 39 | · | · | · | · | -0.32 | 1036 | 1.1
Cc1nc2ccccc2c(=O)n1NC(=O)Nc1ccccc1 | 3% | i | 4.4 | 3.8 | 0.8 | 4.3 | -0.016 | -0.2 | -0.14 | 0.59 | i | 7 | 10 | 665 | 0.5 | 1038 | -1.1 | 1254 | 1.1

Compound activity from PubChem.
